# S-ASM inh: blocks human secretory acid sphingomyelinase; P17405; placental ASM, HMU-PC fluorogenic substrate, 60 min; Potency, µM (doses to about 57.5 µM), for inactives: top-dose activity change, negative = inhibition, actives largely listed as inhibitors; 340,000 tested, 0.006% active; AID 504937; further: potency means the concentration at half of the fitted maximal effect
#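 Fluorescence read-out (Ex 386 nm, Em 447 nm) after stopping the reaction at pH 10. Enzyme: ASM from human placenta; substrate HMU-PC0, 9 uM final; 60 min, 37 °C. Compound preincubation 10 min, ambient temperature.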
# USP2a inh: USP2a (human) protease inhibition | Potency, µM (doses to about 38.3 µM), without a hit: at the highest dose activity change, negative = inhibition, actives largely listed as inhibitors | 330,000 tested, 0.01% active | USP2 core, Ub-CHOP2 coupled fluorogenic reporter, 485/531 | AID 463254;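 further: potency means the concentration at half of the fitted maximal effect; plate controls were DMSO wells for no effect and full inhibition by NEM control for full effect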
#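 Deubiquitinase activity read as fluorescence (485/531 nm) after Ub-CHOP2 cleavage activates the enterokinase reporter on its substrate; USP2 core 10nM, Ub-CHOP2 and substrate 25nM each, 30min compound preincubation then 60min RT; data normalized to NEM, curves fitted.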
# MBNL1 CUG block: MBNL1-poly(CUG) RNA binding inhibition | Q9NR56 | TR-FRET MBNL1-His/biotin-(CUG)12 binding, 665/545 ratio | Potency, µM (series often up to 57.5 µM), inactives show top-dose activity change, negative = inhibition, usual class: inhibitors | 280,000 tested, 0.036% active | AID 2675; active means well fitted inhibition curve with a large enough effect in the signal ratio, with a control signal flat, not every such curve was filed as active; inconclusive means small, poorly fitted or top-dose-only effect, or effect the other way, or a change in a side signal; inactive means no such curve, though single readings can be large or run the other way; the % refers to the signal ratio; further: potency means the concentration at half of the fitted maximal effect; on the % scale 0 is the no-effect control and ±100 the full control effect
#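 TR-FRET between His-tagged MBNL1 and biotin-(CUG)12 RNA, detected with Tb anti-His antibody (0.055 ng/ul) and streptavidin-XL665 (5 nM), 60 min at room temperature. Compounds titrated 92 nM to 58 uM; 665/545 nm ratio normalized to buffer and complex controls.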
# Menin-MLL TR inh: displaces Texas Red mutant MLL peptide from human menin; O00255; Menin + Texas Red MLL mutant peptide, fluorescence polarization; Potency, µM (top dose mostly 61.6 µM), inactives show at the top dose FP activity change, negative = inhibition, hits mostly inhibitors; 270,000 tested, 0.23% active; active means well fitted inhibition curve with a large enough effect in the polarisation, with a control signal flat, not every such curve was filed as active; inconclusive means small, poorly fitted or top-dose-only effect, or effect the other way, or a change in a side signal; inactive means no such curve, though single readings can be large or run the other way; the % refers to the polarisation; further: potency means the concentration at half of the fitted maximal effect; % of control where 0% means no effect; many of its hits are not listed in these tables
# GALK inh: blocks human galactokinase activity. P51570. Purified GALK, Kinase-Glo residual ATP luminescence. Potency, µM (highest dose often 57.5 µM), for the others: at the highest dose activity change, negative = inhibition, most hits filed as inhibitors. 270,000 tested, 0.007% active; further: potency means the concentration at half of the fitted maximal effect; on the % scale 0 is the no-effect control and ±100 the full control effect
#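 Galactose (100 uM) and ATP (35 uM) were turned over by 5 nM GALK for 1 h at RT. Kinase-Glo Plus then converted the remaining ATP into a luminescent signal.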
# Eya2 phos inh: inhibitors of human Eya2 phosphatase activity; Potency, µM (doses to about 76.9 µM), without a hit: at the highest dose activity, negative = inhibition, hits mostly inhibitors; recombinant Eya2, OMFP fluorescence dephosphorylation (OMFP is methylfluorescein phosphate); 330,000 tested, 0.006% active; O00167; further: potency means the concentration at half of the fitted maximal effect; on the % scale 0 is the no-effect control and ±100 the full control effect
#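 Eya2 (0.2 uM) preincubated 10 min at ambient with compound, then OMFP substrate added at 50 uM; 10 min reaction in 50 mM HEPES pH 7.5, 50 mM NaCl, 5 uM MgCl2, 0.05% BSA, 1 mM DTT. Fluorescence read at Ex 485/Em 525 nm.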
# TSHR antag: human thyrotropin receptor antagonism | activity change, negative = inhibition, % at 11.5 µM | TSHR-expressing cells, TSH-stimulated cAMP HTRF, 2 h; hits give low values | P16473 | 330,000 tested, 0.2% active;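 active means activity change below a set negative limit, meaning inhibition stronger than a set level, cut at about -70% in these data; inconclusive means activity change between two set negative limits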; further: on the % scale 0 is the no-effect control and ±100 the full control effect
# Target sequence (P16473 whole entry, looked up): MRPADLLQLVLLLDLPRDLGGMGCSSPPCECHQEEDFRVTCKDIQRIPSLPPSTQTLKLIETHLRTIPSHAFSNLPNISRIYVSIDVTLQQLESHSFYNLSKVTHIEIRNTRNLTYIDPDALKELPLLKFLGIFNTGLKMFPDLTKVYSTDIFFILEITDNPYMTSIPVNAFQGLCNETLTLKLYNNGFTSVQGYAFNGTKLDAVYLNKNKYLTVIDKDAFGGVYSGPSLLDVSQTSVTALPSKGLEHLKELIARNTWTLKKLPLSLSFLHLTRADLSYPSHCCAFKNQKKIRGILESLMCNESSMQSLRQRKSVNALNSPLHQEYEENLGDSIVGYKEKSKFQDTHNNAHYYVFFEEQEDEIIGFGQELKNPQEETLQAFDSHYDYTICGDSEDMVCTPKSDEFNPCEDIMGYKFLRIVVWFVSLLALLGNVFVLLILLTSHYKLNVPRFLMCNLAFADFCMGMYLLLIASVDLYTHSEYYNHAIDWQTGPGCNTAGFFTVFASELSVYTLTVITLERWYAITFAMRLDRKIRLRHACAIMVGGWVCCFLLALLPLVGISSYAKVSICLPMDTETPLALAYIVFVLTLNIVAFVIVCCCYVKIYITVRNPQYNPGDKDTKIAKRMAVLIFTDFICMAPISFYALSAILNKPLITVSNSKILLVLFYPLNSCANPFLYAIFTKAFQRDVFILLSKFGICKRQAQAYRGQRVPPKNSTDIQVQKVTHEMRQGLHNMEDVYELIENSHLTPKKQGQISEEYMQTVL
#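 Competitive HTRF cAMP read-out (cryptate anti-cAMP antibody, cAMP-d2; 30 min, room temperature) in freshly harvested TSHR cells. Compounds added before TSH at EC80 (4nM final), followed by 2 hours' incubation at 37 deg C.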
# hERG WT inh: blocks the wildtype human KCNH2 potassium channel | U2OS, BacMam KCNH2, thallium flux FluxOr; hits give low values | Q12809 | 340,000 tested, 0.37% active | activity change, % at 1.84 µM;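 active means maximum activity change below -70%; inconclusive means maximum activity change between -70% and -50%; inactive means maximum activity change above -50%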; further: on the % scale 0 is the no-effect control and ±100 the full control effect
#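 U2OS cells were transduced with wild-type KCNH2 virus (2.03 x 10^8 / mL) for 4 h at room temperature, then cultured overnight at 37 C. Thallium flux was read with FluxOr dye. Rate constants were normalized to DMSO controls.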
# PKM2 activator: activators of human pyruvate kinase M2; purified PKM2, Kinase-Glo ATP luminescence, activation; response scale: 0% is enzyme alone, no compound; P14618; Potency, µM (top dose mostly 57.5 µM), for the others: at the top dose activation, hits mostly activators; 260,000 tested, 0.34% active; further: potency means the concentration at half of the fitted maximal effect; on the % scale 0 is the no-effect control and ±100 the full control effect; nearly all actives have a fitted effect of over 55% in size
#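 ATP formation by purified human PK-M2, quantified via coupled luciferase luminescence after 1 h at room temperature with 0.1 mM ADP and 0.5 mM PEP final.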
# BCR signal inh: inhibitors of chronic active B-cell receptor signaling; ABC-DLBCL IkBa-CBG/CBR reporter, luminescence ratio, 4 h; 340,000 tested, 0.05% active; Potency, µM (highest dose often 46.1 µM), for the others: at the highest dose ratio change, negative = lower green/red ratio, actives largely listed as inhibitors; active means well fitted inhibition curve with a large enough effect in the signal ratio, with a control signal flat, not every such curve was filed as active; inconclusive means small, poorly fitted or top-dose-only effect, or effect the other way, or a change in a side signal; the % refers to the signal ratio;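 further: potency means the concentration at half of the fitted maximal effect; plate controls were basal doxycycline-induced cells for no effect and cells given 10 µM MG132 for full effect; MG132 reads +100%, hits lower the ratio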
#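 Compounds up to 46 uM were incubated four hours with TMD8 cells whose green CBG68 luciferase is fused to IkappaBalpha; red CBR luminescence normalised the signal, and concentration-effect curves were fitted to fusion, red and ratio data.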
# Mito fusion act: blocks mitochondrial division or promotes mitochondrial fusion; Potency, µM (doses to about 46.1 µM), for inactives: at the top dose growth rescue (activation), most hits filed as activators; S. cerevisiae fusion-defective mutant growth rescue, CellTiterGlo 48 h; 320,000 tested, 0.23% active; AID 485298;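 further: potency means the concentration at half of the fitted maximal effect; % of control where 0% means no effect; nearly all actives have a fitted effect of over 45% in size; temperature-sensitive fusion mutants such as fzo1-1 at 37 °C on non-fermentable ethanol glycerol medium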
#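 Luminescent cell viability in 1536-well qHTS format served as the measure of rescued growth in ts fusion-mutant S. cerevisiae cultured on non-fermentable YPEG for 48 hours at 37C.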
# * marks the source's active call; other numbers are inactive results; u = inconclusive; x = no result given; & = joins results of further samples; [ ] = remark or other dose. Unless noted, the call rests on the fitted dose curve; in most records, active means well fitted curve in the direction sought with a large enough effect; inconclusive means small, poorly fitted or top-dose-only effect, or another doubt; inactive means no such curve, though single readings can be large; an effect the other way counts as inactive or inconclusive.
# Values run as follows: S-ASM inh, USP2a inh, MBNL1 CUG block, Menin-MLL TR inh, GALK inh, Eya2 phos inh, TSHR antag, hERG WT inh, PKM2 activator, BCR signal inh, Mito fusion act
- CC(C)CCNC(=O)c1onc(CSc2ccncc2)c1C(=O)NCCC(C)C
    13%, 7%, -8%, x, -1%, -18%, -2, -2, 1%, -1%, -13%
- CN1C(=O)[C@H]2[C@@H](C3CC3)N3C(=O)CN(CC4CC4)C(=O)[C@@]3(C)[C@H]2C1=O
    9%, 3%, -1%, -2%, x, -8%, 6, -16, -3%, 7%, -1%
- O=C(O)CCN1CCc2ccccc2C1c1cccs1 (configuration not stated)
    -1%, 1%, -7%, 10%, 6%, -9%, -5, -3, 9%, 1%, 4%
- COc1ccc(N(CC(=O)NCCSc2ccccc2)S(=O)(=O)c2ccccc2)c(OC)c1
    -2%, 2%, x, x, x, -9%, -8, 2, x, -1%, x
- c1ccc(Nc2nc(N3CCCCC3)nc(N3CCCCC3)n2)cc1
    -7%, 0%, -3%, -1%, 0%, -21%, 17, 2, 0%, -11%, 12%
- COc1cc(CC(NC(C)=O)C(=O)NC2CCN(C(=O)Nc3ccccc3Cl)CC2)cc(OC)c1 (configuration not stated)
    -1%, 1%, 4%, 7%, 2%, 3%, 7, -5, -6%, 0%, 2%
- CC(=O)Nc1ccc(S(=O)(=O)NCC(=O)OCc2ccccc2)cc1
    5%, 0%, -17%, 7%, -1%, 0%, -5, -11, -1%, u, 1%
- Clc1ccc(Cn2c(CN3CCCC3)nc3ccccc32)cc1
    x, -3%, 2%, u, -1%, 4%&-11%, -3&15, x, -16%, 4%, 12%&-4%
- Cc1c(C(=O)O/N=C(\N)c2ccccn2)cccc1[N+](=O)[O-]
    11%, -2%, 21%, x, 9%, 4%, -4, -10, -28%, u, -1%
- Cc1ccc(-n2c(C)cc(C)c(C#N)c2=O)cc1C
    1%, 2%, -13%, 2%, 1%, 2%, -5, 9, 0%, -18%, -2%
- O=c1nc2ccccc2c(NS(=O)(=O)c2ccc(Cl)cc2)n1-c1ccccc1
    x, -1%, -2%, 19%, -3%, 1%, -3, 3, -8%, -14%, -3%
- Cc1cc(=O)oc(C)c1C(=O)Nc1c(C)n(C)n(-c2ccccc2)c1=O
    6%, 8%, -4%, 0%, x, -5%, -1, -2, 7%, -8%, -2%
- COc1ccc(C(=O)Nc2cccc(C(C)=O)c2)cc1S(=O)(=O)N1CCOCC1
    0%, 3%, -2%, -1%, 4%, -2%, 2, 0, 0%, -7%, 1%
- CCn1c(SCC(=O)Nc2ccc3c(c2)OCO3)nc2c(c1=O)SC(C)C2 (configuration not stated)
    -1%, 2%, -2%, 0%, 0%, -3%, -1, -24, 3%, -28%, -7%
- O=C(CSc1ccc(S(=O)(=O)N2CCCCC2)cn1)Nc1ccccc1Br
    0%, 3%, x, x, x, 19%, -20, 5, x, 4%, 24%
- C[C@H](CO)N1C[C@H](C)[C@@H](CN(C)CC2CCCCC2)Oc2c(NS(=O)(=O)c3cccs3)cccc2C1=O
    4%, 2%, x, x, x, 6%, -2, x, x, 2%, x
- COc1ccc(C(C)n2c(C)c3c(C)nnc(C)c3c2C)cc1 (configuration not stated)
    41%[activator], -2%, 7%, -1%, 2%, -10%, 26, 30, -5%, u, 3%
- CCCCn1nnnc1SCC(=O)N(CC)CC
    3%, -8%, -3%, 5%, 0%, -13%, -4, -9, -2%, 0%, -1%
- COc1cc2cnc(-c3ccccc3)cc2cc1OC
    -15%, 1%, x, x, x, -21%, -18, 20, x, u, x
- CCN(CC)c1ccc(C2C(C(=O)OCCOC)=C(C)NC3=C2C(=O)CC(C)(C)C3)cc1 (configuration not stated)
    3%, 2%, 8%, -3%, 1%, 12%, 1, 5, u, 3%, -2%
- Cc1ccc(C(=O)Nc2sc(Cc3ccc4c(c3)OCO4)c(C)c2C(N)=O)cc1
    71%[activator], 2%, 6%, -6%, x, 4%, -4, -11, 1%, u, -5%
- CC(C)[C@H](N[C@@H](C)c1ccccc1)c1c(O)ccc2ccccc12
    4%, -1%, 3%, u, 3%, -3%, -4, 8, 7%, 0%, 1%
- COc1cc2ccccc2cc1C(=O)N1CCOCC1
    6%, 1%, x, x, x, 31%, -4, -3, x, 4%, 0%
- COc1ccc(S(=O)(=O)N2CCCC(C(=O)NCc3cccnc3)C2)cc1OC (configuration not stated)
    3%, 1%, x, x, x, 1%, -9, 7, x, 2%, -2%
- Cc1ccc(-c2c[n+](CC(=O)Nc3ccccc3)c3n2CCC3)cc1
    -2%, 1%, -3%, x, 4%, 8%, 1, 6, -6%, 1%, 3%
- CCCCn1c(N)c(Sc2ccccc2[N+](=O)[O-])c(=O)[nH]c1=O
    0%, -1%, u, u, 0%, -3%, 28, 10, 2%, -36%, -12%
- COc1ccc(NC(=S)N=Nc2c(O)[nH]c3ccccc23)cc1
    u, 1%, 11%, x, x, -3%, -8, 1, 0%, u, 14%
- O=C(O)CCSCCCN1C(=O)c2cccc3cccc(c23)C1=O
    13%, -7%, u, 4%, 7%, 7%, -29, 2, -3%, u, 1%
- CCCCn1c(N)c(N(CCOC)C(=O)c2ccc(C)c(S(=O)(=O)N3CCCCC3)c2)c(=O)[nH]c1=O
    3%, 3%, x, x, x, 30%, -1, -4, x, 2%, -1%
- CCOc1ccc(NC(=O)CCN2CCN(c3ccccc3F)CC2)cc1
    0%, 3%, 2%, 0%, 1%, 22%, 2, 25, 0%, -9%, -9%

# (continued)
# Values run as follows: S-ASM inh, USP2a inh, MBNL1 CUG block, Menin-MLL TR inh, GALK inh, Eya2 phos inh, TSHR antag, hERG WT inh, PKM2 activator, BCR signal inh, Mito fusion act
- COc1ccc(/C=C/C(=O)NCc2cn(C)nc2C)cc1COc1ccc(Br)cc1
    -13%, 1%, 1%, x, 9%, -9%, -2, -7, -1%, -5%, 5%
- Nc1c(C(=O)C2CC2)sc2nc(-c3ccccc3)cc(C(F)(F)F)c12
    -1%, 10%, -8%, 6%, 1%, 10%, 8, -45, -2%, 6%, 1%
- CCN1CCN(C(=O)c2ccc3c(c2)c(C)c(C)n3Cc2ccccc2)CC1
    -4%, 3%, 18%, u, 5%, -16%, 1, 6, 4%, 19%, 20%
- Fc1ccc(NC(=S)NC23CN4CN(CN(C4)C2)C3)cc1
    7%, 5%, -24%, 0%, 1%, 7%, 10, 0, 0%, u, 3%
- O=C(C1CCN(Cc2ccccc2)CC1)N1CCN(C/C=C/c2ccccc2)CC1
    5%, 0%, -10%, -18%, 3%, -3%, 4, 22, 3%, u, -6%
- COc1ccc(OCC(=O)Nc2ccc(C)c(S(=O)(=O)N(C)C)c2)cc1
    2%, 4%, -8%, 13%, 13%, -4%, 3, -5, -2%, u, -4%
- C/C(N)=C(/C#N)C(=O)CSc1nnc(C)n1-c1ccccc1
    -2%, -1%, x, 4%, -3%, 12%, -16, 16, 4%, -1%, 4%
- Cc1ccc(NC(=O)Cc2csc(-c3ccccc3)n2)cc1F
    -3%, 1%, 3%, -8%, 0%, -6%, -44, -2, -2%, u, 3%

# These rows are one share of the data, so the mix of outcomes need not match the whole.
